DAX1 inh-1 = NR0B1 (DAX1) inhibition | inhibition, % at 6.75 µM | P51843 | AID 504766 | 340,000 compounds, 0.99% hits | HEK293 Gal4-DAX1 luciferase reporter, luminescence;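 active = inhibition above the mean over all tested compounds plus 3 SD, cut at about 4.2% in these data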;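 note: 0% = DAX1-transfected cells with DMSO and 100% = empty-vector control cells with DMSO; inhibition shows as a rise in luminescence from relieved DAX1 repression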
hcDAF-12 act = activates DAF-12 receptor from parasite H. contortus; HEK293 hcDAF-12 lit1-tk-luc reporter, luminescence; 0% DMSO, 100% Δ7-dafachronic acid; activation, % at 6.8 µM; 370,000 compounds, 1.4% hits;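 active = activation above the mean of all tested compounds plus 3 SD, cut at about 5.5% in these data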;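 note: 100% = response to 3 µM Δ7-dafachronic acid high control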
HGIII-sPLA2 inh = Inhibits HGIII-sPLA2 liposome hydrolysis, primary screen; QFRET BODIPY PC-A2 liposome hydrolysis, fluorescence; inhibition, % at 12.2 µM; 370,000 compounds, 0.56% hits;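 active = inhibition above mean plus 3 SD of compounds lying within the high and low control bounds, cut at about 19% in these data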;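 note: 0% = median of test compound wells and 100% = no enzyme DMSO wells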
Target sequence (Q9NZ20 whole entry, looked up): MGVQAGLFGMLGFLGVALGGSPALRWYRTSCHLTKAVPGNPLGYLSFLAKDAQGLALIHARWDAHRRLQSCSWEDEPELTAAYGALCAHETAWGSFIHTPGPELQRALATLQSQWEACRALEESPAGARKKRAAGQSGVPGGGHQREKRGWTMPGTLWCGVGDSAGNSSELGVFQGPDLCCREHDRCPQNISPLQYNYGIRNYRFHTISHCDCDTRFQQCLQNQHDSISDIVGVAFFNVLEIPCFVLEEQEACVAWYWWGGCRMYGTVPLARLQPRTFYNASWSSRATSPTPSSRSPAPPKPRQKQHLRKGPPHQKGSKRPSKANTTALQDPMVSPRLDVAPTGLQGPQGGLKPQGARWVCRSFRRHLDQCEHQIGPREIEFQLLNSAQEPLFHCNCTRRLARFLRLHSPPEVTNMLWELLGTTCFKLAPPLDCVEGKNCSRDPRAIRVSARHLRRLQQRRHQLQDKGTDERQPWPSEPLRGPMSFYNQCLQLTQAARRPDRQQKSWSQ
GAA850 FXN act = frataxin GAA850 promoter activation; activation, % at 6 µM; HEK293 lucGAA850 FXN promoter luciferase reporter, 24 h; percent of 10 µM SAHA response; AID 540364; 360,000 compounds, 0.56% hits;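 active = activation above the average of all compounds screened plus 3 SD, cutoff fixed separately per campaign, cut at about 7.5% in these data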;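 note: 0% = DMSO wells and 100% = 10 µM SAHA wells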
ADAM17 inh = inhibits human ADAM17. recombinant ADAM17, EDANS/DABCYL FRET peptide cleavage. inhibition, % at 6.95 µM. 370,000 compounds, 0.83% hits;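 active = inhibition above the mean of compounds lying between control limits plus 3 SD, set per campaign, cut at about 8.5% in these data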;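 note: 0% = DMSO-only wells as the low control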
PLC-beta3 inh = PLC-beta3 (human) inhibition, primary screen | Q01970 | Purified PLC-beta3, fluorogenic substrate, fluorescence | inhibition, % at 12.2 µM | 370,000 compounds, 0.18% hits | AID 720704; in the data active = inhibition above about 11%;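 note: 0% = median of compound wells on plate and 100% = full blocker control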
hgDAF-12 ag = agonists of H. glycines DAF-12 nuclear receptor. HEK293 GAL4-hgDAF12 UAS-luciferase reporter, agonist luminescence; normalized to butyrate control. activation, % at 6.8 µM. 370,000 compounds, 1.8% hits. AID 687014;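 active = activation above a cutoff set at the mean of all screened compounds plus 3 SD, cut at about 10% in these data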;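 note: 0% = DMSO wells and 100% = sodium butyrate wells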
ssDAF-12 act = activators of S. stercoralis DAF-12 nuclear receptor. HEK293 ssDAF-12/GRIP1 lit1-tk-luc reporter, luminescence; % of 3 µM dafachronic acid response. activation, % at 6.8 µM. 370,000 compounds, 1% hits. AID 652126;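 active = activation above the mean over all tested compounds plus 3 SD, cut at about 0.9% in these data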;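 note: 0% = DMSO-only wells and 100% = 3 µM delta7-dafachronic acid wells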
ADAM10 inh = inhibitors of human ADAM10 | inhibition, % at 7 µM | recombinant ADAM10, EDANS/DABCYL FRET peptide cleavage, 3 h | 370,000 compounds, 0.62% hits;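 active = inhibition above a per-campaign cutoff equal to the mean of compounds falling between control-based bounds plus 3 SD, cut at about 20% in these data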;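 note: 0% = DMSO wells while the 100% control is not disclosed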
Target sequence (O14672 214-748 limits assumed): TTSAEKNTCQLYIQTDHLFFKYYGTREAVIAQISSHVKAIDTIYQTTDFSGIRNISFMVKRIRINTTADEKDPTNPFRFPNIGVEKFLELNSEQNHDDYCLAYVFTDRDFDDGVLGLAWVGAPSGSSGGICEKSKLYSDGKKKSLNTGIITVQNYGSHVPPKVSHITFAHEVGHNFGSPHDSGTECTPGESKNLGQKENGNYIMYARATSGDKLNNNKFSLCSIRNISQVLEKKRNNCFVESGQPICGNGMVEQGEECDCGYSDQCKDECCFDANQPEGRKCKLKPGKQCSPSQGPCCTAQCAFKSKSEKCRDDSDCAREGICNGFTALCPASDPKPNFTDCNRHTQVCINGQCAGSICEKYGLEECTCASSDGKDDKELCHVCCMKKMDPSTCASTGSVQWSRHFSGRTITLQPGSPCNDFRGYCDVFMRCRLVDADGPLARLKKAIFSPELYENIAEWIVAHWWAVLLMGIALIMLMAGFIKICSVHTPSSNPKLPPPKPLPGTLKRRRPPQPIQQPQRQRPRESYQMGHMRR
DAX1 inh-2 = DAX1 (NR0B1) inhibition, primary screen; HEK293T StAR-luciferase reporter, SF-1/DAX-1 repression relief; inhibition, % at 6.8 µM; 370,000 compounds, 1.1% hits; AID 652010;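 active = inhibition above the mean over all tested compounds plus 3 SD, cut at about 3.6% in these data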;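 note: 0% = DAX-1 cells with DMSO and 100% = cells lacking DAX-1 with DMSO; higher inhibition means more luminescence from relief of DAX-1 repression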
PLC-gamma1 inh = blocks human PLC-gamma1 enzyme activity; inhibition, % at 12.2 µM; P19174; AID 720700; purified PLC-gamma1, fluorogenic substrate, fluorescence; 370,000 compounds, 0.84% hits; in the data active = inhibition above about 9.5%
Numbers without * were called inactive; x = no result given.

cpd	Molecule	DAX1 inh-1	hcDAF-12 act	HGIII-sPLA2 inh	GAA850 FXN act	ADAM17 inh	PLC-beta3 inh
1	Cc1cc(C(=O)N/N=C/c2ccc(Br)o2)n[nH]1	1.3	-1.6	4.3	1.6	-2.9	-6.1
2	CCN(CC)c1ccc(/C=C/c2cccc[n+]2C)c(OC)c1	-5.4	-6.9	-30.6	-7.5	0.1	-82.0
3	CC(=O)SC1CC(=O)N(c2ccc(C(C)(C)C)cc2)C1=O (stereo unspecified)	1.0	1.3	-8.1	0.6	0.4	-3.8
4	O=C(CSc1nnc(-c2cnccn2)n1-c1ccccc1)c1ccc(F)cc1	x	-0.7	-33.1	x	0.3	-0.3
5	CCCn1nc(CC(=O)OCC)c2ccccc2c1=O	0.8	-2.5	11.8	1.4	-0.6	2.1
6	COc1ccc(CCn2c(=N)c(C(=O)NC3CCCC3)cc3c(=O)n4ccccc4nc32)cc1OC	0.7	-0.8	1.0	1.0	-10.5	-13.9
7	CC1(C)CC(=O)N(c2cccc(Cl)c2)C(=O)C1	0.9	-1.3	5.0	-1.1	-0.6	-5.8
8	O=C(O)/C=C/C(=O)Nc1ccc(S(=O)(=O)N2CCCC2)cc1	0.2	0.7	1.3	3.0	-5.5	-4.9
9	Cc1ccc(NC(=S)NC2CC3CCC(C2)N3Cc2ccco2)cc1C (stereo unspecified)	-1.0	0.5	-5.3	1.1	4.7	5.7
10	CS(=O)(=O)c1ccc(NC(=O)CCN2C(=O)C3CCCCC3C2=O)cc1 (stereo unspecified)	2.0	-1.4	3.7	0.1	-0.4	-3.3
11	NC(=O)C1CCN(CCC(=O)Nc2ccc(Br)cc2)CC1	0.2	0.2	-0.2	-0.2	-3.8	-1.3
12	CN(CC(=O)Nc1ccc(F)cc1)C(=O)Cn1c(=O)oc2ccccc21	0.0	1.6	-1.6	-1.0	-3.5	-5.3

cpd	hgDAF-12 ag	ssDAF-12 act	ADAM10 inh	DAX1 inh-2	PLC-gamma1 inh
1	7.2	-1.2	-2.0	0.4	-0.2
2	-11.4	-3.0	0.8	-2.2	-74.3
3	0.0	-1.5	-0.5	0.3	1.9
4	-2.9	-0.6	-2.3	-1.1	-2.1
5	-1.3	-1.2	-0.4	-1.1	0.5
6	3.6	-1.2	-15.7	0.4	-5.9
7	-0.6	-1.3	-3.6	-0.3	-2.6
8	-1.0	-0.9	-7.0	0.4	0.6
9	-1.5	-1.4	7.6	0.6	13.4*
10	5.0	-0.9	-3.1	1.2	4.4
11	-0.2	-1.0	0.1	-1.4	1.9
12	2.5	-0.3	-8.3	-1.3	1.2

Continued, overlapping the part above by six compounds.
cpd	Molecule	DAX1 inh-1	hcDAF-12 act	HGIII-sPLA2 inh	GAA850 FXN act	ADAM17 inh	PLC-beta3 inh
7	CC1(C)CC(=O)N(c2cccc(Cl)c2)C(=O)C1	0.9	-1.3	5.0	-1.1	-0.6	-5.8
8	O=C(O)/C=C/C(=O)Nc1ccc(S(=O)(=O)N2CCCC2)cc1	0.2	0.7	1.3	3.0	-5.5	-4.9
9	Cc1ccc(NC(=S)NC2CC3CCC(C2)N3Cc2ccco2)cc1C (stereo unspecified)	-1.0	0.5	-5.3	1.1	4.7	5.7
10	CS(=O)(=O)c1ccc(NC(=O)CCN2C(=O)C3CCCCC3C2=O)cc1 (stereo unspecified)	2.0	-1.4	3.7	0.1	-0.4	-3.3
11	NC(=O)C1CCN(CCC(=O)Nc2ccc(Br)cc2)CC1	0.2	0.2	-0.2	-0.2	-3.8	-1.3
12	CN(CC(=O)Nc1ccc(F)cc1)C(=O)Cn1c(=O)oc2ccccc21	0.0	1.6	-1.6	-1.0	-3.5	-5.3
13	C=CCOC(=O)C1=C(C)NC(C)=C(C(=O)OCC=C)C1c1ccc(C)o1	2.0	-2.0	-8.6	1.3	-4.4	-26.8
14	Cc1ccccc1CN1CC2=C(CCN(Cc3ccccc3)C2=O)N2CCN=C12	x	-2.8	16.0	x	-4.9	-9.3
15	O=C(NCCCN1CCOCC1)c1ccccc1NS(=O)(=O)c1ccc(Br)cc1	-0.5	-2.4	-1.0	0.6	0.5	-3.9
16	COC(=O)CCc1c(C)c(C(=O)c2ccco2)c2ccccn12	1.5	-1.2	-5.4	-0.3	-5.5	-42.5
17	CCOc1ccccc1NC(=O)C1CCCN(S(=O)(=O)c2cccc3cccnc23)C1 (stereo unspecified)	3.1	-2.0	-1.3	-0.8	0.3	1.1
18	Cn1c(=O)c(Nc2ccc(O)cc2)c2c3c(cccc31)C(=O)c1ccccc1-2	-2.0	-1.4	-70.9	5.5	9.2*	-88.9
19	CC1c2nc3ccccc3n2C(CC(=O)NC2CC2)C(=O)N1Cc1ccccc1 (stereo unspecified)	-0.3	-0.4	4.7	0.9	-2.0	4.8
20	COC(=O)c1ccc(N2CCOCC2)c(NC(=O)c2ccc3c(c2)OCCO3)c1	-0.7	-1.2	1.6	0.0	1.4	-8.7
21	O=C(CN1C(=O)c2ccccc2S1(=O)=O)N1CCN(c2cccc(Cl)c2)CC1	-0.5	-1.5	3.2	-0.6	-2.3	1.4
22	CC12CC3OC3CC1CCC1C2CCC2(C)C1CCC21OCCO1 (stereo unspecified)	0.9	0.3	9.9	0.3	-0.7	-2.3
23	CC(C)Oc1ccc(CN2CCCC(CO)(Cc3ccc(F)cc3)C2)cc1 (stereo unspecified)	3.6	-0.3	-4.1	0.8	3.5	-5.3
24	CCC(=O)N1CCC(C(N)=O)(N2CCCCC2)CC1	0.0	-0.9	1.4	1.3	1.3	-3.8

cpd	hgDAF-12 ag	ssDAF-12 act	ADAM10 inh	DAX1 inh-2	PLC-gamma1 inh
7	-0.6	-1.3	-3.6	-0.3	-2.6
8	-1.0	-0.9	-7.0	0.4	0.6
9	-1.5	-1.4	7.6	0.6	13.4*
10	5.0	-0.9	-3.1	1.2	4.4
11	-0.2	-1.0	0.1	-1.4	1.9
12	2.5	-0.3	-8.3	-1.3	1.2
13	-0.6	-1.9	-9.6	-0.5	-17.1
14	-9.5	-0.5	-22.2	-4.5	-2.9
15	-0.6	-1.8	-0.4	1.5	0.4
16	-1.9	-0.9	-1.8	-0.3	-40.3
17	2.4	0.1	-7.5	-1.0	3.2
18	-1.7	-2.1	17.0	-0.7	-67.2
19	3.2	-0.5	-2.5	-0.2	1.0
20	0.8	-0.5	-0.9	2.4	3.8
21	-0.5	-1.4	4.5	-0.6	-1.4
22	0.1	-0.9	-11.4	-0.6	-1.5
23	-0.5	0.0	5.5	0.0	2.7
24	-0.4	-1.3	5.3	-0.1	4.5

Structures listed so far shown as hits in PLC-gamma1 inh.
no.	canonical_smiles	DAX1 inh-1	hcDAF-12 act	HGIII-sPLA2 inh	ADAM17 inh	PLC-beta3 inh	ssDAF-12 act	ADAM10 inh	DAX1 inh-2	PLC-gamma1 inh
9	Cc1ccc(NC(=S)NC2CC3CCC(C2)N3Cc2ccco2)cc1C (stereo unspecified)	-1.0	0.5	-5.3	4.7	5.7	-1.4	7.6	0.6	13.4*

Carrying on:
cpd	Molecule	DAX1 inh-1	hcDAF-12 act	HGIII-sPLA2 inh	GAA850 FXN act	ADAM17 inh	PLC-beta3 inh
25	C=CCOC(=O)C1=C[C@H](c2csc3ccccc23)C[C@H](OCc2ccc(CO)cc2)O1	1.7	-1.4	-5.3	0.4	1.8	-7.8
26	CCC1(C)NC(=O)N(CC(=O)Nc2cc(C)on2)C1=O (stereo unspecified)	0.6	0.1	-4.3	1.7	-2.3	1.9
27	C=CCNc1nc(SCC=C)nc2ccsc12	0.4	-1.8	-8.6	7.9*	-0.4	-4.3
28	C/C(=N\OC(=O)c1ccc(Cl)cc1)c1sc(-c2ccccc2)nc1C	0.6	-0.6	1.7	-0.3	-5.2	0.2
29	O=Cc1c(N2CCCCCC2)nc2ccccn2c1=O	0.4	-0.1	2.1	2.4	-6.0	-38.9
30	CCOc1ccc(N(CC(=O)NCc2ccco2)S(=O)(=O)c2ccc(OC)c(OC)c2)cc1	-0.1	0.8	-10.5	-1.3	-1.0	1.0
31	O=C(CCCOC(=O)c1ccc(O)cc1O)c1ccc(Br)cc1	-0.6	-1.4	-34.2	-1.1	11.4*	-0.7
32	CCCCOc1ccc(C(=O)NCC(=O)N2CC=C(c3ccccc3)CC2)cc1	-0.6	0.6	2.5	1.0	-4.9	-5.9
33	Cc1cc(C)nc(SCC(N)=O)n1	0.5	-0.4	9.2	1.7	-7.9	-6.8
34	CN1CCN(C(=O)c2ccccc2NC(=O)c2ccc(C(C)(C)C)cc2)CC1	0.5	-2.8	8.7	1.9	-3.8	-5.2
35	COc1ccc(Cl)cc1CSc1n[nH]c(C)n1	0.9	-1.2	1.4	1.5	-0.7	1.6
36	CC1(C)CC(=O)c2cnc(NC3CC3)nc2C1	0.2	3.3	9.2	5.8	-4.2	2.4

cpd	hgDAF-12 ag	ssDAF-12 act	ADAM10 inh	DAX1 inh-2	PLC-gamma1 inh
25	-0.7	-1.4	-3.5	-0.7	-7.3
26	-0.5	-0.5	-7.2	1.0	2.1
27	-1.0	-1.4	3.0	-0.3	-3.8
28	0.6	-1.2	-6.6	0.6	2.0
29	-0.7	-1.4	-15.5	0.6	-28.2
30	-0.4	-1.0	3.1	-0.1	-0.9
31	-1.3	-0.9	7.8	1.3	2.2
32	1.1	-1.4	-11.5	1.4	1.8
33	0.7	-1.7	-0.8	-0.1	-2.0
34	1.1	-0.9	-9.7	0.8	1.9
35	-2.5	-1.1	-0.9	0.0	-2.6
36	2.1	-1.9	-4.6	0.2	-0.5

Further results
cpd	Molecule	DAX1 inh-1	hcDAF-12 act	HGIII-sPLA2 inh	GAA850 FXN act	ADAM17 inh	PLC-beta3 inh
37	O=C(CC1CCCCC1)NCc1ccc(Cl)cc1	1.4	0.7	2.4	4.4	-4.6	-6.3
38	Cc1cc(NC(=O)Nc2cc(Cl)sc2Cl)no1	-1.3	4.7	2.9	1.3	-0.6	0.0
39	C/C=C/C=N/NC(=O)CN(c1ccc(Br)cc1)S(=O)(=O)c1ccccc1	1.1	-1.3	-3.5	2.9	0.8	-1.8
40	CC(C)(C)NC(=O)CN(C(=O)CSc1nnc(COc2ccccc2)o1)c1cccc(F)c1	-0.5	-1.6	4.3	2.1	-0.8	3.0
41	CCCCCCC(=O)NC1CCCCN(Cc2ccc(Cl)cc2)C1=O (stereo unspecified)	x	-2.2	0.3	x	-2.4	-2.3

cpd	hgDAF-12 ag	ssDAF-12 act	ADAM10 inh	DAX1 inh-2	PLC-gamma1 inh
37	3.2	0.4	-4.4	0.4	0.0
38	0.0	-0.5	-7.7	0.5	1.4
39	3.2	-0.6	5.5	0.8	1.1
40	4.1	-1.4	6.0	0.4	-0.7
41	4.4	-1.5	-0.2	-0.1	2.2
